Compound activity deposited in PubChem by National Center for Advancing Translational Sciences (NCATS).
Luc counter: counter-screen: inhibitors of Kinase-Glo firefly luciferase; AID 1379; Kinase-Glo luciferase, ATP luminescence, 8 min; 0.28% of 200,000 active; Q27757; Potency, µM (highest dose often 38.3 µM), inactives show at the highest dose activity change, negative = inhibition, hits mostly inhibitors; note: potency is the fitted concentration of half-maximal effect; % is set by controls: 0 for no effect and ±100 for the full control effect; nearly all actives have a fitted effect of over 60% in size
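Luminescence was the read-out, taken after 8-minute incubation at ambient temperature. Luciferase turned over luciferin with 10 uM ATP in imidazole pH 7.2 buffer containing KCl, MgCl2, Tween 20 and BSA.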
HTT aggregate: mutant huntingtin aggregation inhibition | Potency, µM (highest dose often 46.1 µM), without a hit: top-dose activity change, negative = inhibition, usual class: inhibitors | AID 1688 | PC12 HttQ103-GFP aggregates, Acumen cytometry, 40 h | 1.1% of 220,000 active; note: potency is the fitted concentration of half-maximal effect; % is set by controls: 0 for no effect and ±100 for the full control effect; nearly all actives have a fitted effect of over 60% in size
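Ecdysone-promoter PC12 model expressing HTT exon 1 Q103 fused to GFP, induced by tebufenozide at 100 nM final. Compounds titrated; aggregates sized 1–25 µm scored on a 488 nm laser cytometer.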
HTT ATP protect: cytoprotection in Huntington HTT-Q103 PC12 cell model; PC12 HTT-Q103 induced, cytoprotection, ATP luminescence, 40 h; AID 1471; Potency, µM (highest dose often 56.4 µM), without a hit: cytoprotection (ATP increase), usual class: activators; 0.14% of 230,000 active;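 note: potency is the fitted concentration of half-maximal effect; % of control where 0% means no effect; nearly all actives have a fitted effect of over 45% in size; toxic huntingtin expression switched on by the ecdysone agonist tebufenozide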
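Compounds were screened for protection of PC12 cells against cell death after tebufenozide induction (100 nM final) of mutant Huntingtin exon 1 (Q103) fused to GFP.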
SMN2 splice enh: increases expression of the SMN2 splice variant; HEK293 SMN2-luciferase splicing reporter, luminescence, 30-36 h; Potency, µM (top dose mostly 46.1 µM), for inactives: at the top dose activity change, positive = activation, actives largely listed as activators; 2.8% of 210,000 active; note: potency is the fitted concentration of half-maximal effect; % of control where 0% means no effect; nearly all actives have a fitted effect of over 55% in size
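qHTS luciferase splicing reporter: luminescence rises when SMN2 exon 7 is included in transfected HEK293 cells. Compound exposure lasted 30-36 h at 37C, with 4.5 mM final sodium butyrate as control, followed by a ONE-Glo read.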
CBFb RUNX1 block: CBF-beta/RUNX1 interaction disruption | Q01196+Q13951 | Potency, µM (doses to about 59.8 µM), for inactives: at the top dose activity, negative = inhibition, actives largely listed as inhibitors | AlphaScreen CBFb-His/RUNX1-biotin binding, biochemical | 230,000 tested, under 10 active; note: % of control where 0% means no effect
Target sequence (Q01196 whole entry, looked up): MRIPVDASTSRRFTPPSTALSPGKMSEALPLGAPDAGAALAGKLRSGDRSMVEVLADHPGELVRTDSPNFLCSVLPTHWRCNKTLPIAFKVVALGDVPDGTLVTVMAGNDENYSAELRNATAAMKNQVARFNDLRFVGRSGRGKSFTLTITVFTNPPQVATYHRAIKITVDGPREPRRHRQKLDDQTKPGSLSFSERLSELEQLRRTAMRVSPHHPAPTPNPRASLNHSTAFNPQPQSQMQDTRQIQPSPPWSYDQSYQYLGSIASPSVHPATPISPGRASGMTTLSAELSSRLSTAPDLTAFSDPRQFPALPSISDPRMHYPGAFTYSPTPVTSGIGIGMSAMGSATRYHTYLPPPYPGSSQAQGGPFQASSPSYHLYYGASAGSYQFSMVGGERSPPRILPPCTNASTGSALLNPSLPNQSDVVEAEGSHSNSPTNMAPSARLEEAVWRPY
Target sequence (Q13951 whole entry, looked up): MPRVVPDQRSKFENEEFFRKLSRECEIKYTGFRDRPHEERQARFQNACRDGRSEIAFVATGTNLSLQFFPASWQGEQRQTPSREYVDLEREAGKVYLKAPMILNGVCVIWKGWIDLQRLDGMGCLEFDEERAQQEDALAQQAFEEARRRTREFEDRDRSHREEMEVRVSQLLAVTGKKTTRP
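CBF-beta (His) and RUNX1 (biotin), 30 nM each; 20 min preassociation; + compound, 15 min; + beads 50 ng each (Ni, streptavidin), 90 min; RT; AlphaScreen read.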
IMPase Li cell: IMPase inhibition in cells with lithium potentiation; Potency, µM (highest dose often 59.4 µM), for inactives: at the top dose activity, negative = IMPase inhibition, most hits filed as inhibitors; 0.35% of 210,000 active; AID 1457; CHO-M1 cells, IP1 TR-FRET (IP-One), carbachol + lithium;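 note: IP1 builds up when IMPase is blocked and the TR-FRET signal falls; potency is the fitted concentration of half-maximal effect; plate controls were basal vehicle for no effect and high inhibitor control for full effect; nearly all actives have a fitted effect of over 50% in size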
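Readout is a homogeneous TR-FRET IP1 immunoassay (Ex 320, Em 665 and 620), where raised cytosolic IP1 lowers signal. Cells were CHO-M1 treated 30 min at 37C with test compounds plus a little lithium; AC50 values came from Hill-equation fitting.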
LMNA splice mod: changes lamin A minigene splicing in HeLa cells. Potency, µM (highest dose often 46.1 µM), without a hit: at the highest dose ratio change, negative = inhibition, usual class: inhibitors. 0.01% of 200,000 active. HeLa LMNA splicing GFP/RFP minigene ratio, 48 h; active = well fitted inhibition curve with a large enough effect in the signal ratio, with a control signal flat, not every such curve was filed as active; inconclusive = small, poorly fitted or top-dose-only effect, or effect the other way, or a change in a side signal; the % refers to the signal ratio; note: potency is the fitted concentration of half-maximal effect; % is set by controls: 0 for no effect and ±100 for the full control effect
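Read-out is the ratio of GFP to DsRed2 object intensity, acquired by 488 nm laser-scanning cytometry on HeLa lamin A-EGFP minigene reporter cells. Compound incubation 48 hrs at 37 °C in Opti-MEM with 2% FBS; DMSO 0.5% final.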
Numbers without * were called inactive; ? = inconclusive; . = not tested or not shown; [ ] = remark or other dose. Unless noted, calls come from the whole dose curve; as a rule, active = well fitted curve in the direction sought with a large enough effect; inconclusive = small, poorly fitted or top-dose-only effect, or another doubt; inactive = no such curve, though single readings can be large; an effect the other way counts as inactive or inconclusive. Outcome played no part in choosing rows; any-hit rate near 4%.

entry | SMILES | CBFb RUNX1 block | LMNA splice mod | Luc counter | IMPase Li cell
1 | COc1ccc2cc(C(c3nnnn3C3CCCC3)N3CCc4ccccc4C3)c(=O)[nH]c2c1 (stereo not given) | 2% | 8% | 0% | -1%[38.3 µM]
2 | O=C(CSc1ccc(-c2ccc(Cl)cc2)nn1)N1CCCc2ccccc21 | 1% | ? | 4% | 8%
3 | CC(C)(C)NC(=O)C(=O)N/N=C/c1ccc(Br)cc1 | 2% | -4% | -7% | 8%[38.3 µM]
4 | O=[N+]([O-])c1ccc(C2CCCC/C2=N\OCc2cccc(F)c2)c([N+](=O)[O-])c1 (stereo not given) | ? | 6% | -7% | 20%[38.3 µM]
5 | COCCNC(=O)C1CCN(S(=O)(=O)N2CCC3(CC2)OCCO3)CC1 | 4% | 11% | -1% | -14%[38.3 µM]
6 | COc1ccc(CN(C)C2CCCCC2)cc1 | 6% | 3% | -7% | 29%[38.3 µM]
7 | COc1ccccc1/C=C1\Oc2cc(OC(=O)N3CCOCC3)ccc2C1=O | 7% | . | . | .
8 | Cc1nn(-c2ccccc2)c2[nH]c(=O)c(CNCc3ccc4c(c3)OCO4)cc12 | 10% | ? | -5% | -4%[38.3 µM]
9 | Nn1c(=O)[nH]c2ccccc2c1=O | -13% | . | 1% | .
10 | COC(=O)C(O)(NC(=O)OCc1ccccc1)C(F)(F)F (stereo not given) | 0% | 3% | -2% | 20%[38.3 µM]
11 | Cc1nc(SCC(=O)NC(C)c2ccccc2)c2oc3ccccc3c2n1 (stereo not given) | 5% | 1% | -3% | 8%[38.3 µM]
12 | Cc1c(NC(=O)C(=O)N/N=C/c2cccs2)c(=O)n(-c2ccccc2)n1C | 16% | . | . | .
13 | CC(C)Cn1c(N)c(C(=O)COC(=O)c2c(F)cccc2F)c(=O)n(C)c1=O | 6% | ? | 5% | 26%
14 | CCC(=O)/C=C/C1C(C)=CCCC1(C)C (stereo not given) | -7%[21.7 µM] | . | . | -6%
15 | CCOc1ccc(Cn2nnc(C(=O)Nc3cc(C)cc(C)c3)c2N)cc1 | 22% | -3% | 3% | 26%[38.3 µM]

entry | HTT ATP protect | HTT aggregate | SMN2 splice enh
1 | -3% | 5% | -12%
2 | -13%[10 µM] | -13% | -27%
3 | -2% | 28% | -3%
4 | -13% | -25% | -26%
5 | -18% | -18% | 3%
6 | -7% | 4% | 20%
7 | 0%[10 µM] | -17%[9.22 µM] | .
8 | -20% | -27% | -9%
9 | -7% | 1% | 9%
10 | 14%[1.9 µM] | -10% | 4%
11 | 17% | -7% | -12%
12 | -15%[10 µM] | 4%[9.22 µM] | .
13 | -3%[10 µM] | 16% | -36%[inhibitor]
14 | -1% | . | 1%
15 | -4% | -2% | -21%

Three entries from above, ordered by their value in IMPase Li cell, ascending:
| no. | Compound | CBFb RUNX1 block | LMNA splice mod | IMPase Li cell | HTT aggregate | SMN2 splice enh |
| --- | --- | --- | --- | --- | --- | --- |
| 14 | CCC(=O)/C=C/C1C(C)=CCCC1(C)C (stereo not given) | -7%[21.7 µM] | . | -6% | . | 1% |
| 2 | O=C(CSc1ccc(-c2ccc(Cl)cc2)nn1)N1CCCc2ccccc21 | 1% | ? | 8% | -13% | -27% |
| 13 | CC(C)Cn1c(N)c(C(=O)COC(=O)c2c(F)cccc2F)c(=O)n(C)c1=O | 6% | ? | 26% | 16% | -36%[inhibitor] |

Additional records
entry | SMILES | CBFb RUNX1 block | LMNA splice mod | Luc counter | IMPase Li cell
16 | CCOc1ccc(N2CC(=O)N(c3ccc(OCC)cc3)CC2=O)cc1 | 1% | 2% | -2% | -6%[38.3 µM]
17 | CC(C)(C)S(=O)(=O)c1cnc(N2CCOCC2)nc1N | 4% | . | . | .
18 | CCN(CC)CCCN1C(=O)C(O)=C(C(=O)c2ccc(C)o2)C1c1ccc(C)o1 (stereo not given) | 1% | -3% | -2% | 0%
19 | Cc1ccc(C(=O)Nc2ccc3c(c2)CCC3)cc1 | 8% | 2%[46 µM] | -15% | 8%
20 | COC(=O)[C@H](Cc1ccccc1)NC(=O)Nc1ccc(OC)cc1 | 15% | . | . | .
21 | COCCSc1nnc(NC(=O)CSCc2ccccc2)s1 | 13% | -6% | 3% | 36%[38.3 µM]
22 | CCOC(=O)C1C(c2cccc([N+](=O)[O-])c2)C2C(=O)NN=C2CC1(C)O (stereo not given) | 10% | . | -3% | 1%
23 | Cc1cc(C)c(Cn2cnc(-c3ccc([N+](=O)[O-])cc3)c2)c(C)c1 | 0% | ? | -2% | 36%[activator][38.3 µM]
24 | CCCCCOc1ccccc1C(=O)NCCCCCC(=O)O | 3% | . | . | .
25 | Cc1nc(C)c(-c2csc(Nc3ccc(F)cc3)n2)s1 | -19% | 9%[9.22 µM] | 2% | 3%
26 | COc1ccc2nc(NC(=O)CSc3nnc4n3C(C)(C)Cc3ccccc3-4)sc2c1 | 2% | 5% | -4% | -4%[38.3 µM]
27 | CC1CCN(C(=O)c2ccc(S(=O)(=O)Cc3cc(F)ccc3F)c([N+](=O)[O-])c2)CC1 | -5% | -10% | 0% | 9%
28 | Cc1ccc2[nH]c(=O)c(CN(Cc3cccnc3)C(=O)c3ccncc3)cc2c1 | -3% | ? | 6% | 2%[38.3 µM]
29 | Cc1ccc(NC(=S)N(Cc2cccs2)Cc2cc3cc(C)cc(C)c3[nH]c2=O)cc1 | 9% | -8% | 1% | 19%
30 | O=C(N/N=C\C=C\c1ccc2c(c1)OCO2)c1ccc(F)cc1 | 0% | . | 1% | -3%

entry | HTT ATP protect | HTT aggregate | SMN2 splice enh
16 | 2% | -6% | -11%
17 | 3%[10 µM] | -16%[9.22 µM] | .
18 | -1%[10 µM] | 9% | 29%
19 | -48%[inhibitor][10 µM] | -9%[9.22 µM] | 1.4µM*
20 | 14%[10 µM] | -7%[9.22 µM] | .
21 | -13% | 19% | 13%
22 | -42%[inhibitor] | -27% | -6%
23 | -62%[inhibitor] | -18% | -25%
24 | 3%[10 µM] | 5%[9.22 µM] | .
25 | -39%[inhibitor] | -24% | -19%
26 | -4%[10 µM] | 5% | -6%
27 | -8%[10 µM] | ? | -9%
28 | -11% | 12% | 4%
29 | -11%[10 µM] | -13% | 2%
30 | -14% | 22% | -13%

(continued)
entry | SMILES | CBFb RUNX1 block | LMNA splice mod | Luc counter | IMPase Li cell
31 | O=C(CCN1CCN(c2ccccc2)CC1)Nc1ccc2c(c1)OCO2 | 6% | -12% | -1% | -2%
32 | COc1ccc(OCC(=O)N2c3ccccc3CCc3ccccc32)cc1 | 2% | -22% | -3% | 9%
33 | N#CCc1ccc(NC(=O)/C=C/c2ccc([N+](=O)[O-])o2)cc1 | -14% | ? | -1% | 17%
34 | Cc1ccc(C2SCC(C(=O)O)N2C(=O)c2ccc(F)cc2)cc1 (stereo not given) | 2% | -7% | 0% | 2%
35 | CC(=O)OCC1(C)CN(c2ccccc2)NC1=O (stereo not given) | 0% | . | -2% | 13%
36 | CC(=O)c1ccc(CCCC(=O)O)cc1 | -2% | -1% | 13% | -10%[38.3 µM]
37 | Nc1sc(-c2ccccc2)cc1C(=O)O | 3% | 3% | 6% | -24%[38.3 µM]
38 | N#C/C(C(=O)c1ccccc1)=C1/CCCN1 | 5% | 6% | . | .
39 | COc1ccc(CCN=C(N)NS(=O)(=O)c2ccccc2)cc1OC | -6% | -2% | 0% | -4%
40 | COC(=O)c1c(C(=O)OC)c(-c2ccc(C)cc2)n2c1CS(=O)(=O)C2 | 5% | 11% | 3% | 31%[activator][38.3 µM]
41 | Cc1ccc(-c2nc3c(c(=O)[nH]c(=O)n3CC(C)C)n2CC(C)C)cc1[N+](=O)[O-] | 2% | 0%[46 µM] | 2% | 7%
42 | Cc1cc(C(=O)COC(=O)C2=NNC(=O)CC2)c(C)n1CCc1ccccc1 | 4% | -7%[46 µM] | -4% | -4%
43 | CCCOC(=O)c1ccc(NC(=O)CC(C)(C)C)cc1 | 1% | . | -4% | 0%
44 | COc1ccccc1S(=O)(=O)Cc1ccc(C(=O)NC(C)c2ccc3c(c2)OCCO3)o1 (stereo not given) | 5% | -2% | 6% | 4%[38.3 µM]
45 | CN(C)C(=O)c1ccc(-n2nc(C(F)(F)F)c3c2CCCC3)cc1 | 3% | 14% | 3% | -11%[38.3 µM]
46 | O=C(NCC(=O)N(CC1CCCO1)C(C(=O)NC1CCCCC1)c1cccnc1)c1cccs1 (stereo not given) | 9% | -4%[9.22 µM] | -1% | 6%
47 | O=C(NCC1OCCc2ccccc21)c1cc(COc2c(F)cccc2F)on1 (stereo not given) | 6% | . | 8% | 14%

entry | HTT ATP protect | HTT aggregate | SMN2 splice enh
31 | -7%[10 µM] | 5% | 13%
32 | 20%[10 µM] | 26% | -23%
33 | -129%[inhibitor] | ? | -59%[inhibitor]
34 | -5%[10 µM] | -8% | 1%
35 | -32%[inhibitor] | -1% | -48%[inhibitor]
36 | 6%[10 µM] | -7%[9.22 µM] | -4%
37 | 17% | 13%[9.22 µM] | -3%
38 | -29% | -16% | .
39 | 18%[10 µM] | 25% | -29%
40 | -22% | 5%[1.84 µM] | 9%
41 | -76%[inhibitor] | -21% | -5%
42 | 12%[10 µM] | 6% | -26%
43 | 36%[10 µM] | 1%[9.22 µM] | .
44 | 3% | 4% | -29%
45 | -1% | 15% | 2%
46 | -11% | 7% | 0%
47 | -50%[inhibitor] | -12% | .

Entries of single compounds as entered above. Screens in order: CBFb RUNX1 block	LMNA splice mod	Luc counter	IMPase Li cell	HTT ATP protect	HTT aggregate	SMN2 splice enh
CC(=O)c1ccc(CCCC(=O)O)cc1 is entered as -2%	-1%	13%	-10%[38.3 µM]	6%[10 µM]	-7%[9.22 µM]	-4%
Cc1cc(C(=O)COC(=O)C2=NNC(=O)CC2)c(C)n1CCc1ccccc1 is entered as 4%	-7%[46 µM]	-4%	-4%	12%[10 µM]	6%	-26%
COc1ccc(CCN=C(N)NS(=O)(=O)c2ccccc2)cc1OC is entered as -6%	-2%	0%	-4%	18%[10 µM]	25%	-29%
O=C(NCC1OCCc2ccccc21)c1cc(COc2c(F)cccc2F)on1 (stereo not given) is entered as 6%	.	8%	14%	-50%[inhibitor]	-12%	.
